NTR1 agonist = agonists of NTR1, primary screen, imaging, U2OS cells, beta-arrestin-GFP, high content (AID 493036); Neurotensin receptor type 1 (Homo sapiens), P30989; NTR1-U2OS beta-arrestin-GFP spot imaging, agonist mode; activation, % at 20 µM; 330,000 tested, 0.17% active;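 active means activation at or above 40% of the spot to cytoplasm intensity ratio, with at least 20 cells analyzed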;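 further: 0% = DMSO without peptide and 100% = 100 nM NTR1 peptide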
Target sequence (P30989 whole entry, looked up): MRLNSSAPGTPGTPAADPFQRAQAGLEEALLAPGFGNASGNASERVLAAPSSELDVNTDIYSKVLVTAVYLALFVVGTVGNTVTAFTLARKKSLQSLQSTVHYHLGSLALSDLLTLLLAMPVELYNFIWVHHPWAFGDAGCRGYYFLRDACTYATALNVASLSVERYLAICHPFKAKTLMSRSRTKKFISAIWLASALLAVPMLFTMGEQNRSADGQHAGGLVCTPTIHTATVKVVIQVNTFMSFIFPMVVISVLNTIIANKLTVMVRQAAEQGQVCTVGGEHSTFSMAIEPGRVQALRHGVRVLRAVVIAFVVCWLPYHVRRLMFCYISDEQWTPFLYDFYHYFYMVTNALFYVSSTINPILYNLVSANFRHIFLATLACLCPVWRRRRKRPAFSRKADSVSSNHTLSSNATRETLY
NTR1 agonist cell count 20 µM = also measured in NTR1 agonist; calls as there; cell count; measured here: cell count, cytotoxicity flag
* = called active by the depositor. This is a subset, so the mix of outcomes need not match the whole.

SMILES	NTR1 agonist	NTR1 agonist cell count 20 µM
Cc1cc(C)c(NC(=O)COC(=O)c2nc3nccc(C)n3n2)c(Cl)c1	-3.6	62
COc1ccc(CN2C(=O)C(CC(C)C)Nc3ncnc(N4CCN(c5ccccn5)CC4)c32)cc1 (stereo unspecified)	0.6	86
CC(C(=O)N1CCCC1)N(C)CC(=O)Nc1cccc(F)c1 (stereo unspecified)	-1.0	52
COc1cc2c(cc1OC)CN(C(=O)c1cccc(S(=O)(=O)N3CCc4ccccc43)c1)CC2	4.0	57
CN(C)S(=O)(=O)c1ccc(NC(=O)COc2cccc3c2OC(C)(C)C3)cc1	0.2	64
CCCCn1c(N)c(N(CC(C)C)C(=O)C2CCN(c3ncnc4sc(C)c(C)c34)CC2)c(=O)[nH]c1=O	2.9	53
Cn1cncc1C#Cc1ccc2c(=O)c3ccccc3oc2c1	-0.5	60
CN(C(=O)CSc1nc2ccccc2c(=O)n1C)C1CCS(=O)(=O)C1 (stereo unspecified)	0.2	73
Cc1cccc([C@@H]2[C@@H]3C(=O)N(Cc4ccccc4)C(=O)[C@@H]3[C@]3(Cc4ccccc4)C(=O)N(c4ccc(C(F)(F)F)cc4)C(=O)N23)c1	7.9	85
COc1ccccc1OCCNC(=O)C(CCSC)NC(=O)c1ccccc1Cl (stereo unspecified)	-0.3	79
COc1cccc(/C=C/C(=O)N(C)CC(=O)Nc2ccc(Cl)c(C(F)(F)F)c2)c1	1.4	63
O=C(COc1ccc(F)cc1)Nc1ccccc1N1CCOCC1	-0.6	57
COc1cc(C(=O)Nc2ccc3nc(N4CCOCC4)sc3c2)cc(OC)c1OC	-1.2	62
COc1ccc(-c2c(-c3cc(OC)cc(OC)c3)n(C)c3ccc(-c4ccc(OC)cc4F)cc23)cc1	1.4	53
Cc1ccc(S(=O)(=O)NCC(c2ccco2)N2CCc3ccccc3C2)cc1 (stereo unspecified)	1.9	64
CCOc1ccccc1NC(=O)COC(=O)c1cnc(C)cn1	-1.5	73
COCCN(C(=O)CSc1n[nH]c(-c2ccc(OC)cc2)n1)c1c(N)n(Cc2ccccc2)c(=O)[nH]c1=O	2.5	57
O=C(NOCc1ccccc1)c1ccc(Cl)cc1	2.0	76
Cc1onc(-c2ccccc2Cl)c1C(=O)OCc1nnc(-c2ccccc2)o1	2.6	66
C[C@H](CO)N1C[C@H](C)[C@@H](CN(C)S(=O)(=O)c2cccs2)Oc2c(NC(=O)Nc3ccc4c(c3)OCO4)cccc2C1=O	-0.3	69
Cc1cccc(-c2noc(CCC(=O)N3CCN(c4cc(C)ccc4C)CC3)n2)c1	5.4	60
CC(C)NS(=O)(=O)c1ccc(NC(=O)C(C)OC(=O)CCC2CCCC2)cc1 (stereo unspecified)	3.3	71
Cc1noc(C)c1S(=O)(=O)N(C)C[C@H]1Oc2ccc(NC(=O)NC3CCCCC3)cc2C(=O)N([C@H](C)CO)C[C@@H]1C	-1.9	63
COc1ccc(OC)c(S(=O)(=O)N2CCN(C)CC2c2ccccc2)c1 (stereo unspecified)	0.4	68
O=C(COC(=O)c1cc(S(=O)(=O)N2CCOCC2)ccc1F)NC1CCCCC1	1.1	56
COc1cccc(NC(=O)C2CCOC2=O)c1 (stereo unspecified)	1.1	40
Cc1ccc(S(=O)(=O)N2[C@@H](c3ccccc3)C(C(=O)O)=CC[C@H]2c2ccc3c(c2)OCO3)cc1	2.9	78
COc1ccc(/C=C(\NC(=O)c2ccccc2)C(=O)N2CCC(C)CC2)cc1	0.6	62
COc1ccc([C@@H]2CC=C(C(=O)O)[C@H](c3cccc(Cl)c3)N2S(=O)(=O)c2ccc(Cl)cc2)cc1	12	89
CN(CC(=O)Nc1cccc2ccccc12)C(=O)c1ccc(NC(=O)CC#N)cc1	1.9	46

Reprinted from the results shown (5 entries):
SMILES	NTR1 agonist	NTR1 agonist cell count 20 µM
Cc1cc(C)c(NC(=O)COC(=O)c2nc3nccc(C)n3n2)c(Cl)c1	-3.6	62
COc1ccc(CN2C(=O)C(CC(C)C)Nc3ncnc(N4CCN(c5ccccn5)CC4)c32)cc1 (stereo unspecified)	0.6	86
CC(C(=O)N1CCCC1)N(C)CC(=O)Nc1cccc(F)c1 (stereo unspecified)	-1.0	52
COc1cc2c(cc1OC)CN(C(=O)c1cccc(S(=O)(=O)N3CCc4ccccc43)c1)CC2	4.0	57
CN(C)S(=O)(=O)c1ccc(NC(=O)COc2cccc3c2OC(C)(C)C3)cc1	0.2	64

Among those listed so far, two contain a CF3 group.
SMILES	NTR1 agonist	NTR1 agonist cell count 20 µM
Cc1cccc([C@@H]2[C@@H]3C(=O)N(Cc4ccccc4)C(=O)[C@@H]3[C@]3(Cc4ccccc4)C(=O)N(c4ccc(C(F)(F)F)cc4)C(=O)N23)c1	7.9	85
COc1cccc(/C=C/C(=O)N(C)CC(=O)Nc2ccc(Cl)c(C(F)(F)F)c2)c1	1.4	63

Next part
SMILES	NTR1 agonist	NTR1 agonist cell count 20 µM
Cc1ccc(C(=O)C(C)OC(=O)CCN=C2NS(=O)(=O)c3ccccc32)cc1 (stereo unspecified)	-0.7	40
O=C(c1ccc([N+](=O)[O-])cc1)N1CCc2ccccc21	-0.4	49
CCN1C(=O)[C@@H]2[C@H](C1=O)[C@@H]1C(=O)Nc3ccccc3C(=O)N1[C@@H]2c1cccc(C)c1	-3.9	94
COCCN(CC(=O)Nc1cccc(C)c1C)C(=O)c1cc2c(s1)CCC2	-1.0	52
Cc1onc(-c2c(F)cccc2Cl)c1C(=O)Nc1ccc(Cl)c(S(=O)(=O)N(C)C)c1	-1.5	52
CC(C)(C)c1ccc(C(=O)NCCC(=O)NC2=NCCS2)cc1	2.9	47
COc1ccc2c(C)cc(SCC(=O)NC3CCCCC3)nc2c1	-1.8	63
O=C(C[C@H]1C/C=C\C[C@@H](Cc2ccc(F)cc2)C(=O)O[C@@H](c2ccccc2)CNC1=O)N[C@@H](CO)Cc1ccccc1	3.1	62
O=c1c2ccccc2nc2n1CC/C2=C\N1CCN(c2ccc([N+](=O)[O-])cc2)CC1	8.6	55
O=C(Cc1csc(NC(=O)Nc2cccc(Cl)c2)n1)NC1CCCC1	3.0	60
CCn1c(SCC(=O)NCC2CCCO2)nnc1-c1ccccc1OC (stereo unspecified)	1.1	56
N#Cc1ccccc1COC(=O)CCC(=O)c1cccs1	-0.9	56
O=c1onc(-c2ccccc2Cl)n1-c1ccccc1Cl	-0.3	45
CC(Sc1ccc(S(=O)(=O)N2CCOCC2)cn1)c1ccccc1Cl (stereo unspecified)	3.1	54
CCN1CCN(C(c2cccnc2)c2c(NC(=O)c3ccco3)sc(C)c2C)CC1 (stereo unspecified)	6.4	49
COc1cc(/C=N/NC(=O)c2cc(-c3ccccc3C)nc3ccccc23)cc(OC)c1O	1.8	43
NCCCC[C@@H](C(=O)N1CCNCC1)n1cc([C@@H](N)CC(N)=O)nn1	1.4	42
Cc1ccsc1C(=O)OCC(=O)Nc1nnc(-c2ccccc2)o1	0.9	47
CC(=O)Nc1ccc(S(=O)(=O)NCC(=O)OCC(=O)Nc2sccc2C(N)=O)cc1	0.5	60
Cc1ccc(OCC(=O)N(Cc2ccccc2)c2c(N)n(Cc3ccccc3)c(=O)[nH]c2=O)c(C)c1	0.5	54
O=C(CNS(=O)(=O)c1ccccc1)N1CCN(C(=O)c2ccco2)CC1	1.4	74
N#Cc1cccc(S(=O)(=O)NNC(=O)C23CC4CC(CC(C4)C2)C3)c1	0.7	49
O=C(NNC(=O)c1cc(Br)c(Br)s1)c1ccncc1	4.0	73
C[C@H](CO)N1C[C@H](C)[C@@H](CN(C)S(=O)(=O)c2cn(C)cn2)Oc2c(NS(=O)(=O)c3ccccc3)cccc2C1=O	0.4	53
O=C(OCC(=O)N1CCc2ccccc21)c1ccncc1	-0.5	47
Cc1ccc2nc3n(c(=O)c2c1)-c1ccccc1C(=O)NC3Cc1ccc(O)cc1 (stereo unspecified)	-2.6	61
CC(OC(=O)Cc1c[nH]c2ccccc12)C(=O)N(C)c1ccccc1 (stereo unspecified)	2.1	53
Cn1c(=O)[nH]c2nc[nH]c2c1=O	0.6	51
O=C(Nc1cc(S(=O)(=O)N2CCOCC2)ccc1N1CCOCC1)c1ccccc1[N+](=O)[O-]	0.6	55
Cc1ccc(S(=O)(=O)N2CCN(C(=O)c3ccc4ccccc4n3)CC2)c(C)c1	1.0	53

One compound at a time, as listed above.
`COc1cccc(NC(=O)C2CCOC2=O)c1` (stereo unspecified) reads NTR1 agonist = 1.1; NTR1 agonist cell count 20 µM = 40
`Cn1c(=O)[nH]c2nc[nH]c2c1=O` reads NTR1 agonist = 0.6; NTR1 agonist cell count 20 µM = 51

New compounds follow
SMILES	NTR1 agonist	NTR1 agonist cell count 20 µM
O=C(OCc1cc(=O)n2ccsc2n1)C1(c2ccc(Cl)cc2)CC1	2.0	57
CCOc1cc(N2CCOCC2)c(OCC)cc1NC(=O)COC(=O)c1ccc([N+](=O)[O-])o1	10	42
CCCCn1c(N)c(N(CC(C)C)C(=O)c2cc3c(s2)CCCCC3)c(=O)[nH]c1=O	1.6	53
CN(C)CCCNC(=O)C[C@H]1C[C@H](C(=O)N2CCCCC2)[C@@]2(CCc3ccccc3)c3[nH]c4ccc(Cl)cc4c3CCN2C1=O	36	56
Cc1noc(COc2ccccc2OCC(N)=O)n1	0.7	42
Cc1ccc(C2(C)NC(=O)N(CC(=O)N(c3ccccc3)C3CCS(=O)(=O)C3)C2=O)cc1 (stereo unspecified)	-0.7	55
O=C(c1cccc(NS(=O)(=O)c2ccccc2)c1)N1CCN(c2ccccc2)CC1	0.4	60
O=C(NCc1ccccc1)C(=O)NCC1CCCN1S(=O)(=O)c1cccs1 (stereo unspecified)	-0.5	50
O=S(=O)(c1ccc(F)cc1)N1CCCC(c2nc(-c3ccc(F)cc3)no2)C1 (stereo unspecified)	-1.0	64
Cc1cc(C(=O)COC(=O)Cc2ccc(Cl)cc2)c(C)n1C	-1.2	66
C[C@H](CO)N1C[C@H](C)[C@@H](CN(C)C(=O)NC2CCCCC2)Oc2ccc(NS(=O)(=O)c3cccs3)cc2C1=O	0.9	86
Cc1cc(C)cc(N(CCC#N)C(=O)COC(=O)Cn2[nH]c(=O)c3ccccc3c2=O)c1	2.2	64
Cn1ccnc1SCC(=O)Nc1ccc(SC(F)F)cc1	1.9	55
CN(C)C(=O)c1ccc(NC(=O)COC(=O)c2cc3c(s2)CCCCC3)cc1	-0.7	66
Cc1ccc(F)cc1NS(=O)(=O)c1ccc(Cl)s1	0.0	60
COc1ccc(-c2noc(CCC(=O)N3CCN(c4cccc(F)c4)CC3)n2)cc1	3.6	64
O=C(Nc1ccncc1)c1cc(-c2cccc(Br)c2)nc2ccccc12	15	56
CCN1CCN(S(=O)(=O)c2ccc(Cl)c(C(=O)N(C)Cc3cccs3)c2)CC1	-2.6	60
Cc1cc(=O)[nH]c(SCC(=O)Nc2c(C)n(C)n(-c3ccccc3)c2=O)c1C#N	0.7	54
Cn1nc(C(=O)NNC(=O)c2ccccc2F)c2ccccc2c1=O	0.1	52
O=C(COC(=O)/C=C/c1ccccc1Cl)NC(=O)NCc1ccccc1	0.8	58
Cc1ccc(NC(=O)c2ncn(CC(=O)NCc3ccc4c(c3)OCO4)n2)cc1C	1.5	57
Cc1cccc(NC(=O)c2ccc(Cl)c(S(=O)(=O)N3CCc4ccccc43)c2)n1	6.4	67
O=C(Cc1ccc(S(=O)(=O)N2CCOCC2)s1)OCc1ccc(Cl)cc1	-0.4	60
CCC1(c2ccccc2)NC(=O)N(CC(=O)Nc2ccccc2C(=O)NC2CCCC2)C1=O (stereo unspecified)	2.1	41
Cc1ccc(NC(=O)C2CCN(C(=O)c3ccccc3C)CC2)nc1	-1.2	52
OCC1OC(Oc2c[nH]c3ccccc23)C(O)C(O)C1O (stereo unspecified)	1.2	63
CC(C)(C)OC(=O)C[C@@H]1C/C=C\C[C@@H](CC(=O)NCCO)C(=O)NC[C@H](c2ccccc2)OC1=O	-2.2	42
Cc1ccc(NC(=O)Cc2nc(COC(=O)C(C)NS(=O)(=O)c3ccc(C)cc3)cs2)cc1 (stereo unspecified)	14	82
O=C(Nc1ccccn1)c1ccc(S(=O)(=O)N2CCCCCC2)cc1	1.1	53
Cc1cccc(NC(=O)c2ccc3c(c2)C(=O)N(c2ccccc2C)C3=O)n1	0.9	48
COc1ccc(S(=O)(=O)N(C)C)cc1NC(=O)CSC(C)C(=O)Nc1cc(C)on1 (stereo unspecified)	-2.7	66
CCCCn1c(N)c(N(CCC(C)C)C(=O)c2ccc3ccccc3c2)c(=O)[nH]c1=O	0.7	55
CCCCN(C(=O)c1ccc(Br)o1)C1CCS(=O)(=O)C1 (stereo unspecified)	3.4	54
COc1ccc(NC(=O)COC(=O)C2CC(=O)N(CCc3ccc(OC)c(OC)c3)C2)cc1Cl (stereo unspecified)	-1.7	82
O=C(NCc1ccccc1F)C12CC3CC(CC(C3)C1)C2	0.5	60
CC(=O)c1cccc(NC(=O)CCc2nc3sc4c(c3c(=O)[nH]2)CCCC4)c1	1.4	73
O=C(COC(=O)Cc1ccc(F)cc1)NC1CCCC1	0.0	70
Cc1ccc(S(=O)(=O)N2CCN(c3ncnc4scc(-c5ccc(F)cc5)c34)CC2)cc1	12	50

Look-ups from above:
NTR1 agonist, `O=C(NCc1ccccc1F)C12CC3CC(CC(C3)C1)C2` → 0.5
NTR1 agonist, `CC(=O)c1cccc(NC(=O)CCc2nc3sc4c(c3c(=O)[nH]2)CCCC4)c1` → 1.4
NTR1 agonist, `COc1ccc(NC(=O)COC(=O)C2CC(=O)N(CCc3ccc(OC)c(OC)c3)C2)cc1Cl` (stereo unspecified) → -1.7
NTR1 agonist, `Cc1ccc(S(=O)(=O)N2CCN(c3ncnc4scc(-c5ccc(F)cc5)c34)CC2)cc1` → 12
NTR1 agonist cell count 20 µM, `CCCCN(C(=O)c1ccc(Br)o1)C1CCS(=O)(=O)C1` (stereo unspecified) → 54
NTR1 agonist cell count 20 µM, `Cc1cccc(NC(=O)c2ccc3c(c2)C(=O)N(c2ccccc2C)C3=O)n1` → 48

Bioassay records deposited in PubChem BioAssay by Sanford-Burnham Center for Chemical Genomics.
